GPR151 activ: activators of human GPR151, primary screen, cell-based, PathHunter beta-arrestin, luminescence. G-protein coupled receptor 151 (Homo sapiens), Q8TDV0. PathHunter beta-arrestin GPR151 cells. AID 1508602, 2020. activation, % at 11.2 µM. 650,000 tested, 1% active; in the data active means activation above about 4.9%;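 further: 0% = median of compound wells and 100% = cells with positive control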
Target sequence (Q8TDV0 whole entry, looked up): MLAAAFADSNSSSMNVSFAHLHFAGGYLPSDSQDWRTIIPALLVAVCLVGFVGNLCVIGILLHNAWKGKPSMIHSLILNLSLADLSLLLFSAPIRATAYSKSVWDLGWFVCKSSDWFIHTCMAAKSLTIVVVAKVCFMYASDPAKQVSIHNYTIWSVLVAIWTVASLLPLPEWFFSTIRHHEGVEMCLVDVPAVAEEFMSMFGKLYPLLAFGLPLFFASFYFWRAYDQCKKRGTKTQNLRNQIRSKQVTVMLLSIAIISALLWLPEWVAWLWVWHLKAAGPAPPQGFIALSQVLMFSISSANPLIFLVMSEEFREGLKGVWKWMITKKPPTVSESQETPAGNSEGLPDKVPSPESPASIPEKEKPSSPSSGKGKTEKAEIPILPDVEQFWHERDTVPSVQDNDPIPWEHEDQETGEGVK
FBW7 activator: FBW7 E3 ligase activators, primary screen, biochemical, AlphaScreen, human; AlphaScreen FBW7–phospho-cyclin E peptide binding, activator screen; F-box/WD repeat-containing protein 7 (Homo sapiens), Q969H0; AID 1259310, 2017; 650,000 tested, 0.13% active; normalized activity (activation), % at 26.1 µM; in the data active means normalized activity above about 1.9%;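 further: purified mutant Fbw7 with reduced substrate affinity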
MITF inh: MITF inhibitors, primary screen, biochemical, AlphaScreen, human. AID 1259374, 2018. AlphaScreen MITF homodimerization, bead proximity signal. Microphthalmia-associated transcription factor (Homo sapiens), O75030. inhibition, % at 2.6 µM. 650,000 tested, 0.91% active; in the data active means inhibition above about 50%;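 further: 0% = vehicle wells with protein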
Target sequence (O75030 whole entry, looked up): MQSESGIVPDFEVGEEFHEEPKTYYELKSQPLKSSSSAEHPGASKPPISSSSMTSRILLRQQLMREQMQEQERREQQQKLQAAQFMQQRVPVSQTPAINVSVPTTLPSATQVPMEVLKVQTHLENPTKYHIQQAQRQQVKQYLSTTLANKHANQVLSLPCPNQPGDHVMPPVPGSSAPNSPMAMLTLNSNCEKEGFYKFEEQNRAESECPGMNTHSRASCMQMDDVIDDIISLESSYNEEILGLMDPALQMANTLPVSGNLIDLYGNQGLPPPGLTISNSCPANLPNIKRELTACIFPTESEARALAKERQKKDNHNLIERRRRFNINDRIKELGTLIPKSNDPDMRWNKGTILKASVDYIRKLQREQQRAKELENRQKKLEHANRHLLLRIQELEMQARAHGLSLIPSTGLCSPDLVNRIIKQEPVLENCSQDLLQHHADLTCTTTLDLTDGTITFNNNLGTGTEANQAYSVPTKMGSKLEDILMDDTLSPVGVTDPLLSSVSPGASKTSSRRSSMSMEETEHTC
TEAD-YAP block: TEAD-YAP interaction inhibition, primary screen, TEAD-YAP interaction inhibitor project, luminescence, HEK-TIYL cells. TEAD-Gal4/YAP UAS-luciferase luminescence. inhibition, % at 9.12 µM. 640,000 tested, 1.4% active. AID 1259422, 2018; in the data active means inhibition above about 32%;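 further: 0% = median of test compound wells and 100% = reference inhibitor wells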
Active calls of the source: *; & = joins results of further samples.

molecule	GPR151 activ	FBW7 activator	MITF inh	TEAD-YAP block
CC1=C(C(=O)Nc2ccc(C)cn2)C(c2cccnc2)C2=C(CCCC2=O)N1 (stereo not drawn)	-0.2	-0.3	-4	-3
Cc1cc(C(=O)NC(=S)Nc2ccccc2C(N)=O)ccc1[N+](=O)[O-]	-0.1	0.0	10	-8
CCn1nc(C)c(CN2CCCC(N3CCN(c4ccccc4)CC3)C2)c1C (stereo not drawn)	-0.2	-0.1	-15	4
CCOC(=O)c1ccccc1NS(=O)(=O)c1ccc(OC)cc1	-0.1	0.1	-3	47*
CC1C/C(=N\NC(=O)c2ccccc2F)CC(C)(C)C1 (stereo not drawn)	-3.4	0.0	2	-48
COc1cc(NC(=O)[C@H]2C[C@@H](c3ccco3)NS(=O)(=O)N2C)c(OC)cc1Cl	0.0	0.0	-2	-5
O=C1CC(c2ccco2)=Nc2ccccc2N1	0.7	0.1	3	9
Fc1ccc(C2Nc3ccccc3C(c3ccccc3)(c3ccccc3)O2)cc1 (stereo not drawn)	1.5	0.0	-4	9
CCCCn1c(C)cn2c3c(=O)n(C/C=C/c4ccccc4)c(=O)n(C)c3nc12	2.1	-0.1	-1	0
Oc1ccc(Cc2ccccc2)cc1CNc1ccc2oc(Cc3ccc(Cl)cc3)nc2c1	-0.8	0.0	6	-2
COCCNc1nnc(SCc2ncc(-c3ccccc3)o2)s1	-1.0	0.1	-4	-11
Cc1ccc(O)c(NC(=O)C2CC(c3ccccc3F)=NO2)c1 (stereo not drawn)	-0.2	0.1	-1	-10
CCOC(=O)C1(Cc2ccc(OC)cc2)CCN(C(=O)CSc2nc(C)cs2)CC1	-1.3	0.2	-19	-3
CCOc1ccc(C(=O)Nc2cccc(C(=O)O)c2C)cc1Cl	-11	0.0	9	-11
COc1cccc(CNC(=O)C(NS(=O)(=O)c2cccs2)C(C)C)c1 (stereo not drawn)	0.8	0.0	-10	1

Given with values under each structure: entries from further up.
Below each compound – GPR151 activ | FBW7 activator | MITF inh | TEAD-YAP block
CCn1nc(C)c(CN2CCCC(N3CCN(c4ccccc4)CC3)C2)c1C (stereo not drawn)
→ -0.2 | -0.1 | -15 | 4
CCOC(=O)c1ccccc1NS(=O)(=O)c1ccc(OC)cc1
→ -0.1 | 0.1 | -3 | 47*
CC1C/C(=N\NC(=O)c2ccccc2F)CC(C)(C)C1 (stereo not drawn)
→ -3.4 | 0.0 | 2 | -48
COc1cc(NC(=O)[C@H]2C[C@@H](c3ccco3)NS(=O)(=O)N2C)c(OC)cc1Cl
→ 0.0 | 0.0 | -2 | -5
O=C1CC(c2ccco2)=Nc2ccccc2N1
→ 0.7 | 0.1 | 3 | 9

The listing continues:
molecule	GPR151 activ	FBW7 activator	MITF inh	TEAD-YAP block
O=C(Nc1ccccc1)N1CCN(Cc2csc(-c3ccccc3)n2)CC1	-2.0	-0.1	4	6
COc1ccc(OC)c(NC(=O)CN(c2cc([N+](=O)[O-])ccc2OC)S(C)(=O)=O)c1	-0.3	0.6	-2	-14
CN1CCN(c2nc(-c3ccc(Cl)cc3)cc(C(F)(F)F)n2)CC1	-0.9	0.0	0	-11
COc1ccc(C2=NOC(C(=O)NCCc3ccc(OC)c(OC)c3)C2)cc1 (stereo not drawn)	-0.4	0.1	2	-17
C(=N\c1nc2c(s1)CCCC2)/N1CCOCC1	0.0	-0.1	-3	-59
Cn1ccnc1C1(O)COC2(CCN(C(=O)c3ccco3)CC2)C1 (stereo not drawn)	-0.6	-0.1	-7	0
O=C(c1ccc2c(c1)OCO2)N1CCC2(CC1)OCc1ccccc1O2	0.4	0.4	15	1
CC(C)n1nnnc1CN1CCN(c2cccc(Cl)c2)CC1	-1.5	-0.1	-1	-2
CCOC(=O)c1ccc(N=NN2CCCCC2)cc1	0.2	0.1	8	-40
CC(C(=O)NCC(=O)Nc1ccc(F)c(F)c1F)N1CCC(Cc2ccccc2)CC1 (stereo not drawn)	0.0	0.1	6	0
CCOC(=O)c1cnc2c(OC)cccc2c1NCCc1ccc(OC)c(OC)c1	-0.6	0.1	7	-17
COCCCNCc1c(C(=O)O)n(Cc2cc(C)ccc2C)c2ccccc12	-0.2	-0.4	45	-5
O=C(NCc1ccncc1)C1CCCN(S(=O)(=O)c2ccc(Br)cc2)C1 (stereo not drawn)	-1.1	0.0	0	9
O=C(O)C1C2C=CC3(CN(Cc4cccnc4)C(=O)C13)O2 (stereo not drawn)	0.3	0.0	1	-6
CC(=O)Nc1cccc2nc(CN3CCN(Cc4ccc(F)cc4)C(CCO)C3)ccc12 (stereo not drawn)	0.8	-0.1	13	-13

Other compounds
molecule	GPR151 activ	FBW7 activator	MITF inh	TEAD-YAP block
CCCOc1cccc(C(=O)NC(=S)Nc2ccc(N3CCCCC3)cc2)c1	0.8	-0.2	1	0
Cc1c(Cl)cccc1NC(=O)CCC(=O)NNC(=O)CCC(=O)O	-0.1	0.3	5	2
CC1=C(C)NC(=S)SC1	-0.6	0.0	11	-1
C=CCN1C(=O)/C(=C\c2cc(C)n(-c3ccccc3C)c2C)C(C(=O)OC)=C1C	-1.5	0.2	16	2
O=C(NCCC1=CCCCC1)c1ccc(CNC(=O)c2ccc(Br)cc2)cc1	0.0	0.6	7	3
COCCCNC(CC(=O)Nc1cccc(Cl)c1)C(=O)O (stereo not drawn)	-0.7	0.0	10	-4
COc1cccc(N2C(=O)CN(C(=O)c3ccccn3)CC2C)c1 (stereo not drawn)	0.7	0.1	16	-5
Cc1ccc(C(=O)NCCCNC(=O)c2ccc(C)nc2)cn1	-0.3	0.4	5	8
Nc1nn2cc(-c3ccc(Cl)cc3)nc2s1	-3.2	0.3	12	-44
CCc1ccccc1NC(=O)C(CC)CC	-0.1	0.7	9	-16
CC1/C(=N/O)CC(c2ccco2)NC1c1ccco1 (stereo not drawn)	1.6	0.0	-3	3
Nc1nccc(Nc2ccnc(Nc3ccc(N4CCOCC4)cc3)c2)n1	1.6	0.0	11	-14
COc1ccc(NC(=O)/C=C/c2ccc3c(c2)OCO3)c([N+](=O)[O-])c1	1.2	0.0	2	-2
CCOC(=O)c1sc(NC(=O)COc2ccc(OCC)cc2)c(C#N)c1C	-0.3	0.0	-1	1
O=C(NCCC1=CCCCC1)C1CCC(CNc2c(N3CCCCC3)c(=O)c2=O)CC1 (stereo not drawn)	-0.2	0.0	-8	-1

Further structures follow:
molecule	GPR151 activ	FBW7 activator	MITF inh	TEAD-YAP block
CCc1cccc(NC(=O)COc2ccccc2C#N)c1	0.9	0.0	-11	-32
CCOc1ccc(NC(=O)c2cc(C)n(C)n2)cc1	-7.8	0.1	19	-22
COC(=O)CSc1nc2sc3c(c2c(=O)n1Cc1ccccc1)CCCCC3	0.2	0.0	3	2
CCCCP(=Nc1ccccc1)(N(CC)CC)N(CC)CC	1.2	0.2	8	92*
CN1CCN(C(=S)Nc2ccc(Cl)cc2Cl)CC1	0.4	0.2	-5	-19
Cc1ccc(C(=O)NCC(=O)OCC(=O)/C=C2\N(C)c3ccccc3C2(C)C)s1	-0.5	-0.1	-13	-5
Cn1c(SCC(N)=O)nnc1-c1ccc(C(C)(C)C)cc1	-1.1	0.5	17	1
O=c1[nH]c2ccc(N=Cc3ccc(O)cc3)cc2[nH]1	0.2&0.2	-0.1&0.0	-1&11	8&2
COc1ccc(C(O)Cc2nc3ccccc3n2C)cc1 (stereo not drawn)	-0.2	-0.1	0	4
COCCNc1ccc2ncc(-c3ccc(O)cc3)n2n1	0.6	0.3	-22	58*
CSC1=NC2C(N1)N(C)C(=O)N2C (stereo not drawn)	0.4	0.0	-4	1
c1ccc(CNc2ncnc3sccc23)nc1	-0.6	0.2	9	-5
Cc1cccc(CN2CCc3nc(N4CCC(C)CC4)[nH]c(=O)c3C2)n1	1.0	-0.3	-2	17
O=C(NCCCN1CCCC1=O)c1csc(Oc2ccccc2)n1	-0.4	0.1	19	9
Cc1ccc(NC(=O)c2ccc(CSc3ccc(Cl)cc3)cc2)cc1Cl	2.3	-0.1	0	-9

Next part
molecule	GPR151 activ	FBW7 activator	MITF inh	TEAD-YAP block
CCC1=C(C(=O)OC)C(c2ccc(Br)cc2)n2ncnc2N1 (stereo not drawn)	1.5	-0.1	0	0
NC(=O)c1ccccc1NC(=O)COC(=O)CC1CCCC1	0.9	-0.3	6	-2
OCCNc1nc2ccccc2n1CN1CCCC1c1nc2ccccc2s1 (stereo not drawn)	0.0	-0.1	-8	1
CCc1ccc(/C(C)=N/NC(=O)C(O)c2ccccc2)cc1 (stereo not drawn)	2.5	-0.1	5	-4
COC(=O)C1CCCCN1Cc1c(C(=O)N2CCCCCCC2)nc2sccn12 (stereo not drawn)	-0.3	-0.1	6	4
O=C(CCCCCn1c(=S)[nH]c2cc3c(cc2c1=O)OCO3)N1CCN(c2ccc(Cl)cc2)CC1	1.2	-0.1	-3	-3
Cn1c(SCc2ccccc2)nc(=O)c2ccccc21	1.1	-0.2	-11	-42
Cc1ccc(-c2nc3scc(CCNS(=O)(=O)c4cc(F)ccc4F)n3n2)cc1	-1.2	0.1	11	1
CCOC(=O)C1=C(C)N=c2s/c(=C\c3cc(C)n(-c4ccc(Cl)cc4)c3C)c(=O)n2C1c1ccc(OC)cc1 (stereo not drawn)	-0.4	0.1	6	-4
CCNC(=O)[C@@H]1C[C@@H](NCc2cccc(OC)c2)CN1Cc1ccccc1Cl	-0.5	0.0	-4	-3
O=C(Cc1cccs1)NNC(=O)c1ccc(F)cc1	-0.5	0.0	-12	-4
O=C(COc1ccc(Cl)cc1)NNC(=S)NC(=O)c1cc2cc(Br)ccc2oc1=O	-1.5	0.0	7	9
Cc1ccc(C(=O)OCC(=O)NCCC2=CCCCC2)cc1N	-0.3	-0.1	12	-2
CC(C)(C)C(=O)N(CN1C(=O)c2ccccc2C1=O)c1cccc(F)c1	-0.1	0.0	-8	0
COc1ccc(CCNC(=O)c2cc(NC3CCC(O)CC3)nc3ccccc23)cc1 (stereo not drawn)	-1.7	-0.1	1	0

(continued)
molecule	GPR151 activ	FBW7 activator	MITF inh	TEAD-YAP block
Cn1ncc2c(N3CCC(C(N)=O)CC3)ncnc21	-0.9	0.0	5	-9
Cc1c(C)c(C)c(S(=O)(=O)n2[nH]c(=O)c(CCO)c2C)c(C)c1C	2.6	0.0	-11	-4
CSc1ncc(CN2CCN(Cc3ccc(F)cc3)C(CCO)C2)cn1 (stereo not drawn)	2.8	0.2	12	2
Cc1cc(C(=O)COC(=O)c2cccc(Cl)c2)c(C)n1Cc1ccco1	0.1	-0.2	2	-3
CCN(CC)CCNC(=O)c1sc2ncn(Cc3ccccc3F)c(=O)c2c1C	-1.3	-0.1	-7	-2
Cc1ccc(NC(=O)c2sc3nc4c(c(-c5cccs5)c3c2N)CCCCC4)cc1	0.4	0.0	8	2
COc1ccc(C2C3=C(CC(C)(C)CC3=O)Nc3nc(-c4ccccc4)nn32)cc1 (stereo not drawn)	-0.5	-0.2	-7	6
N#Cc1c(/N=C/c2ccc(O)c(O)c2)sc2c1CCCC2	0.0	-0.3	6	43*
CCOC(=O)c1cc2c(=O)n3ccccc3nc2n(CCCOC)c1=NC(=O)c1cccc(C(F)(F)F)c1	-0.6	0.0	-6	-4
Nc1nonc1-n1nnc(C(=O)N/N=C/c2ccccn2)c1-c1cccc([N+](=O)[O-])c1	-0.3	-0.1	7	4
NC(=O)c1c(NC(=O)C2CCCO2)sc2c1CCCCCC2 (stereo not drawn)	1.1	-0.2	-4	-9
CC1(Cc2cccc(C(N)=O)c2)C(=O)Nc2ccc(C3=CCCC3)cc21 (stereo not drawn)	-1.1	-0.2	-11	9
Cc1nc(-c2cncc(Br)c2)cc(N2CCN(CCO)CC2)n1	-0.1	0.1	10	8
O=C(Nc1cccc([N+](=O)[O-])c1)c1cc(N2C(=O)c3ccccc3C2=O)ccc1Cl	-0.2	0.2	-7	-5
CCOc1ccc(/C=C2/Sc3ccc(C(=O)NC(C)C)cc3N(C)C2=O)cc1OC	0.8	0.1	4	-7
CCCCCOC(=O)c1ccc(N2C(=O)c3ccc(Br)cc3C2=O)cc1	-1.6	0.0	11	0
COc1cc(-c2cn3c(NC(=O)c4ccncc4)c(C)nc3cn2)cc(OC)c1OC	-0.5	0.0	-19	2

In the list so far, these contain bromine.
molecule	GPR151 activ	FBW7 activator	MITF inh	TEAD-YAP block
O=C(NCc1ccncc1)C1CCCN(S(=O)(=O)c2ccc(Br)cc2)C1 (stereo not drawn)	-1.1	0.0	0	9
O=C(NCCC1=CCCCC1)c1ccc(CNC(=O)c2ccc(Br)cc2)cc1	0.0	0.6	7	3
CCC1=C(C(=O)OC)C(c2ccc(Br)cc2)n2ncnc2N1 (stereo not drawn)	1.5	-0.1	0	0
O=C(COc1ccc(Cl)cc1)NNC(=S)NC(=O)c1cc2cc(Br)ccc2oc1=O	-1.5	0.0	7	9
Cc1nc(-c2cncc(Br)c2)cc(N2CCN(CCO)CC2)n1	-0.1	0.1	10	8
CCCCCOC(=O)c1ccc(N2C(=O)c3ccc(Br)cc3C2=O)cc1	-1.6	0.0	11	0

From PubChem BioAssay
